Source: PubChem
m5-HT2A agonist: activates the mouse 5-HT2A serotonin receptor. P35363. CHO-K1 mHTR2A beta-arrestin complementation, luminescence; percent of 30 µM serotonin response. activation, % at 7.6 µM. 0.66% of 360,000 active. AID 624169;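 active means activation above a run cutoff, the mean activation of all tested compounds plus 3 SD, cut at about 14% in these data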;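 further: 0% = plate median of compound wells and 100% = 30 µM serotonin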
PDI turbidity: PDI (human) enzyme inhibition. P07237. PDI insulin aggregation turbidity, A650, 90 min. inhibition, % at 10 µM. 0.052% of 350,000 active;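 active means mean inhibition across replicates of 30% or more, whatever share of single replicates reach that level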;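 further: absorbance from insulin aggregation driven by PDI reduction with DTT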
Target sequence (P07237 whole entry, looked up): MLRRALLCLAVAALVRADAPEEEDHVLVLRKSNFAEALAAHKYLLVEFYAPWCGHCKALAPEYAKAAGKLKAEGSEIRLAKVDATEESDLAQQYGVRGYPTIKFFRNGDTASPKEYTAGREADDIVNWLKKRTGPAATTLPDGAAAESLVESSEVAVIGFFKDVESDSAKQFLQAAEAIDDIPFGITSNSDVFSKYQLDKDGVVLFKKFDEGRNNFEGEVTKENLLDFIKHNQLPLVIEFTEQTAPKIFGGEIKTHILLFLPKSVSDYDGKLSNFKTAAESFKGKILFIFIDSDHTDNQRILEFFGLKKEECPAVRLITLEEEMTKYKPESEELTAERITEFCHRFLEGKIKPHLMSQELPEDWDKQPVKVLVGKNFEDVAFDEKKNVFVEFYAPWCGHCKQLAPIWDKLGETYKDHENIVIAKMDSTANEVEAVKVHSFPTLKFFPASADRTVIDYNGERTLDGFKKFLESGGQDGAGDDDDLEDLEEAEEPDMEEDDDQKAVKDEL
HIF-2a inh: blocks HIF-2a reporter activity. 0.72% of 360,000 active. inhibition, % at 18.8 µM. 786-0 RCC cells HIF-2a reporter, luciferase luminescence, overnight;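 active means inhibition of the luminescence signal of 40% or more relative to plate controls, in a single-dose primary screen at 18.75 µM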
CaV13 ICDI inh: Primary screen for inhibitors of IQ motif and Ca2+-dependent inactivation inhibitor domain binding in CACNA1D, Förster resonance energy transfer in living cells, … | HEK cells, CFP/YFP FRET ICDI-IQ, plate reader, 10 min; percent FRET-ratio fall versus neutral wells | inhibition, % at 12.3 µM | 0.098% of 340,000 active | AID 743397;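 active means mean replicate inhibition of at least 30% and at least 1% of replicates passing that level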;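 further: 0% = median of the neutral control wells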
H9c2 protect: myocardial damage modulation in H9c2 cells. H9c2 cardiomyocytes, H2O2 injury protection, ATPLite, 2 h. protection from H2O2 cell death, % at 20 µM. 0.63% of 360,000 active. AID 588492;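 active means compounds giving at least 50% protection of heart cells from peroxide-induced death in the single-dose screen, raw or plate-pattern-corrected value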;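 further: 0% = DMSO wells with peroxide and 100% = DMSO wells without peroxide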
iPSC survival up: increases survival of single human iPS cells; hiPSC single-cell survival, ATPlite luminescence; 100% = ROCK inhibitor wells, 0% = DMSO; survival enhancement, % at 20 µM; 0.044% of 360,000 active; AID 602274; in the data active means survival enhancement above about 18%;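 further: cells exposed to compounds for 16 hours before the ATP read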
Peg3 prom inh: reduces Peg3 promoter-driven luciferase expression in HeLa | HeLa PEG-Prom luciferase reporter, luminescence, overnight | inhibition, % at 20 µM | 1.7% of 360,000 active;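 active means inhibition of at least 50% at 20 µM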
TRPM1 prom inh: reduces MITF-dependent TRPM1 promoter luciferase signal; SK-MEL-5 TRPM1 promoter luciferase, 24 h; inhibition, % at 12.5 µM; 0.83% of 330,000 active;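 active means mean inhibition across replicates of 60% or more, whatever share of single replicates reaches that level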; further: values of inactives mirror those of a sister screen read the other way
NR2E3 ag-1: activates human NR2E3 receptor; CHO-S Gal4-NCOR/VP16-NR2E3 two-hybrid, luciferase; inhibition of corepressor binding, % at 3.98 µM; 0.35% of 360,000 active; AID 602229;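 active means inhibition above the mean of all tested compounds plus 3 SD, cut at about 70% in these data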;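 further: 0% = DMSO with NR2E3 transfected cells and 100% = cells lacking NR2E3 construct; higher means lower luciferase signal from less NR2E3 corepressor binding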
Target sequence (Q9Y5X4 whole entry, looked up, the tested form may be a part): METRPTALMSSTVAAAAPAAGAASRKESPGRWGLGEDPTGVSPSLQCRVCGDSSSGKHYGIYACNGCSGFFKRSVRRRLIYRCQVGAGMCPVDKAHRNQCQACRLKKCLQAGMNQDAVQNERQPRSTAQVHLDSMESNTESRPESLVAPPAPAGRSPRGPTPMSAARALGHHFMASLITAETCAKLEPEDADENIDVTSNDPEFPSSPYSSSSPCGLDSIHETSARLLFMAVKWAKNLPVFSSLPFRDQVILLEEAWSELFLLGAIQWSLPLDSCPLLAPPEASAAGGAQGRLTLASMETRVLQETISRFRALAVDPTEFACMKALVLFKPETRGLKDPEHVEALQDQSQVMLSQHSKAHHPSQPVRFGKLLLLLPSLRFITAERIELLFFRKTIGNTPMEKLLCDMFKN
NR2E3 ag-2: activates human photoreceptor nuclear receptor NR2E3 | 0.12% of 320,000 active | inhibition of corepressor binding, % at 4.78 µM | Q9Y5X4 | GST-NR2E3/biotin-RetCOR TR-FRET, 1536-well | AID 2300;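 active means percent inhibition above the cutoff of mean plus 3 SD of all tested compounds, set per screening campaign, cut at about 20% in these data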;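 further: 0% = DMSO wells and 100% = biotin wells as full block of FRET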
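Assay system: NR2E3–RetCOR corepressor complex. Quantity: 1.35 nM GST-NR2E3. Buffer or medium: pH 7.5 Tris-based buffer. Reagent: biotinylated RetCOR corepressor at 7 nM final. Schedule: 5 h at 4 °C. Detection: TR-FRET, emission read at 617 and 671 nm. Replicates: one well per compound, singlicate testing.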
Shn3 3UTR inh: inhibitors of Schnurri-3 3'UTR reporter in osteoblasts; Clone20 osteoblast Shn3 3'UTR firefly luciferase, 24 h; inhibition, % at 12.5 µM; 0.52% of 360,000 active;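 active means mean inhibition of at least 75% with every replicate also reaching 75%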;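 further: 0% = median of neutral control wells and 100% = pilot-screen positive control compound; some compounds past the cut are filed as inactive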
Starred values were filed as active, the others as inactive; x = not tested or not shown.

SMILES	m5-HT2A agonist	PDI turbidity	HIF-2a inh	CaV13 ICDI inh	H9c2 protect	iPSC survival up	Peg3 prom inh	TRPM1 prom inh	NR2E3 ag-1	NR2E3 ag-2	Shn3 3UTR inh
O=C(CCCOc1ccc(Cl)cc1Cl)N1CCc2ccccc2C1	11	-11	-27	-7	-7	-0.6	21	-2	2	2	-2
COc1ccc(C2NC(=S)NC(C)=C2C(=O)Nc2ccccn2)cc1 (stereo unspecified)	1	3	-98	-2	-2	-1.7	-41	-1	-37	3	-32
Cc1ccnc2nc(C(=O)Nc3cc(Cl)ccc3N3CCOCC3)nn12	0	3	11	-5	18	2.0	-5	-1	-6	2	-2
CCOC(=O)c1c(NC(=O)CSc2nnnn2-c2ccccc2OCC)sc2c1CC(C)(C)NC2(C)C	-4	6	2	-5	-21	0.2	79*	15	9	2	8
CCc1ccc(-n2c(=S)sc3c(=O)[nH]c(SCC(=O)NC4CCCCC4)nc32)cc1	2	14	4	-5	0	4.8	11	x	-17	x	16
CCc1nnc(NS(=O)(=O)c2ccc(NCc3ccccc3O)cc2)s1	8	7	13	-6	1	-0.2	-6	9	-4	3	-17
CN(C)CCCOc1ccc(-c2cc3nc(NCc4cccnc4)n(C)c(=O)c3s2)cn1	-3	-4	-27	-5	-1	16	-52	x	15	x	6
O=C(NC1CCCCC1)N1CCc2ccccc21	5	6	-240	x	-12	-1.2	-208	-61	-78	6	-53
O=C1CN(C(=O)c2ccccc2)C(c2ccc(F)cc2)c2cc(Br)ccc2N1 (stereo unspecified)	1	5	26	-4	15	0.0	9	9	-1	-3	-14
CCC(/C=C1\Oc2ccc(OC)cc2N1C)=C\c1sc2ccccc2[n+]1CCCS(=O)(=O)[O-]	0	6	16	5	-4	-0.2	26	1	-7	x	8
O=C(Nc1ccc(S(=O)(=O)N2CCCC2)cc1)c1ccc(CN2CCc3ccccc3C2)cc1	0	-2	15	-5	-12	0.1	33	32	54	1	85
COc1cc(OC)cc(C(=O)Oc2c(CN3CCOCC3)cc(Cl)c3cccnc23)c1	-4	4	17	-2	6	-0.4	10	1	-16	-2	1
CC(C)C(N)c1csc(Nc2ccc(C(=O)c3ccccc3)cc2)n1 (stereo unspecified)	3	7	-17	-4	13	-2.6	5	x	7	x	8
Cc1nn(CCCC(=O)NCCc2ccccc2)c(C)c1[N+](=O)[O-]	1	0	7	-13	0	1.2	11	5	-23	-3	4
Cc1cccc(CN2CCN(C(=O)CCc3nnc(C4CCCCC4)o3)CC2)c1	1	-5	-44	-5	2	0.7	-1	3	7	17	-3
COc1ccc(-c2nc3ncccn3c2Nc2ccccc2)cc1	-7	-6	-54	-10	-3	-0.1	-63	-7	-34	-4	-4
Cc1ccc(NC(=O)NNC(=O)C2CCN(Cc3ccc(F)cc3Cl)CC2)cc1	2	20	6	-19	-6	4.9	2	-3	27	-5	14
CCCCc1nc(C(N)=O)c2[nH]c(=O)n(-c3ccc(OC)cc3OC)c2n1	11	-3	5	x	-1	0.2	8	10	-11	-4	14
Oc1c(-c2cc(-c3ccco3)[nH]n2)ccc2ccccc12	-3	-3	-247	-6	-2	-3.3	-311	-23	-159	0	-65
CCCN(Cc1cc2cc(C)ccc2[nH]c1=O)S(C)(=O)=O	10	-8	15	-3	0	-1.3	11	-5	-23	1	-1
O=C(Cn1cnc2ccccc21)N1CCN(S(=O)(=O)c2ccccc2)CC1	-2	-6	22	-4	-7	1.3	9	-10	4	-1	21
CCOc1ccc(C(=O)N(CN2CCCC2=O)c2ccccc2)cc1	-4	-3	-19	-5	0	-5.4	2	4	-3	1	4
Clc1ccccc1OCc1nnc(-c2ccccc2Br)o1	-4	9	-312	-1	-16	-1.9	-321	-107	-166	0	-83
CC(C)(C)c1ccc(CN2C(=O)c3ccccc3S2(=O)=O)cc1	-7	-1	-90	-7	-12	-0.2	-66	-18	-34	2	-5
O=C(CN1c2ccccc2Sc2ccccc21)NNC(=O)Nc1cccc(Cl)c1	0	4	37	-24	6	-0.3	51*	2	-4	-3	27

Record cards, as listed above. Order of values: m5-HT2A agonist | PDI turbidity | HIF-2a inh | CaV13 ICDI inh | H9c2 protect | iPSC survival up | Peg3 prom inh | TRPM1 prom inh | NR2E3 ag-1 | NR2E3 ag-2 | Shn3 3UTR inh
CCc1ccc(-n2c(=S)sc3c(=O)[nH]c(SCC(=O)NC4CCCCC4)nc32)cc1 in the list: 2 | 14 | 4 | -5 | 0 | 4.8 | 11 | x | -17 | x | 16
CN(C)CCCOc1ccc(-c2cc3nc(NCc4cccnc4)n(C)c(=O)c3s2)cn1 in the list: -3 | -4 | -27 | -5 | -1 | 16 | -52 | x | 15 | x | 6
O=C(CN1c2ccccc2Sc2ccccc21)NNC(=O)Nc1cccc(Cl)c1 in the list: 0 | 4 | 37 | -24 | 6 | -0.3 | 51* | 2 | -4 | -3 | 27
CCOc1ccc(C(=O)N(CN2CCCC2=O)c2ccccc2)cc1 in the list: -4 | -3 | -19 | -5 | 0 | -5.4 | 2 | 4 | -3 | 1 | 4
Cc1ccnc2nc(C(=O)Nc3cc(Cl)ccc3N3CCOCC3)nn12 in the list: 0 | 3 | 11 | -5 | 18 | 2.0 | -5 | -1 | -6 | 2 | -2

(continued)
SMILES	m5-HT2A agonist	PDI turbidity	HIF-2a inh	CaV13 ICDI inh	H9c2 protect	iPSC survival up	Peg3 prom inh	TRPM1 prom inh	NR2E3 ag-1	NR2E3 ag-2	Shn3 3UTR inh
CCOC(=O)[C@H]1[C@H]2COc3ccc(Cl)cc3[C@@H]2N2C(=O)CN(Cc3ccc(OC)cc3)C(=O)[C@@]12C	-4	4	10	-10	12	3.1	15	3	-26	-6	9
CC(=O)N/C(=N/c1nc(C)cc(C)n1)Nc1cccc(C)c1C	-3	-2	9	-2	-4	-0.1	11	2	1	-1	-2
O=C(/C=C\Nc1cccc(F)c1)c1ccc2c(c1)OCO2	-1	-1	-22	-6	-17	-1.8	-36	28	-116	-2	11
O=C(NCCS(=O)(=O)N1CCN(C(=O)c2ccco2)CC1)c1ccccc1	-3	0	6	5	10	0.9	4	x	-13	x	-9
O=C(NCc1ccccc1)C(c1ccccc1F)N(CC1CCCO1)C(=O)c1ccccn1 (stereo unspecified)	-5	-2	20	-5	5	-0.4	-1	-15	-20	4	3
CC(C)(C)OC(=O)N1CCC[C@H]1C(=O)N1CCC[C@H]1C(=O)NCc1ccc(F)cc1F	5	x	2	-9	x	-0.8	x	x	-6	x	x
COc1cc(O)c(C(CCN2CCN(c3ccccc3)CC2)c2cc(OC)c(OC)c(OC)c2)c(OC)c1 (stereo unspecified)	-6	-3	-3	-12	1	-3.8	-5	-3	37	4	10
CC(=O)N1CCN(S(=O)(=O)c2ccc(F)c(Cl)c2)CC1	4	-4	18	-3	1	1.1	4	-1	-17	-4	8
Nc1ncncc1-c1ccc2ccccc2c1	-5	2	10	-18	-3	1.6	-3	5	-22	-4	6
COc1cccc(NC(=O)c2cc(-c3ccc(C)o3)nc3ccccc23)c1	-6	0	-50	x	1	0.1	-4	3	-15	-1	-30
O=c1c2c(-c3cccs3)csc2ncn1/N=C/c1ccc(OC(F)F)cc1	0	-8	5	-6	3	2.9	7	-7	6	-3	-2
C1CCN(CCC2CCCCN2)CC1 (stereo unspecified)	1	3	4	-7	1	5.6	0	x	2	x	9
Cc1cc(C)cc(N(C)S(=O)(=O)c2nnc(NC(=O)C(C)C)s2)c1	2	-3	25	-2	-10	-0.4	17	7	7	x	-4
COc1ccc(C2(C)NC(=O)N(CC(=O)Nc3ccc4c(c3)CCC4)C2=O)cc1OC (stereo unspecified)	2	1	18	-3	-6	-0.3	10	-1	6	3	13
CCC(=O)Nc1cc(SCCO)cc([N+](=O)[O-])c1	0	-19	15	-9	10	-0.7	11	-1	6	0	-11
C/C(=N\NC(=O)c1ccc(Cl)cc1)c1cccc(NC(=O)C(C)C)c1	-2	11	-12	-4	8	3.6	-20	-10	-15	1	-12
N=c1c2c(n(Cc3ccc(F)cc3)c3c1CCC3)CCC2	-3	7	7	-8	-7	-1.7	18	51	-7	0	61
c1ccc2nc(N3CCOCC3)cnc2c1	0	-6	-42	x	31	-1.5	-47	-20	-20	1	-29
Cc1ccc(C(=O)N2CCC(Cc3ccccc3)CC2)cc1S(=O)(=O)N1CCOCC1	0	-8	12	x	-1	-0.5	5	16	37	x	19
COc1ccc(CC(=O)NCC2CCCN(Cc3ccccc3OC)C2)cc1 (stereo unspecified)	-3	9	10	-21	16	-0.5	11	-6	-21	4	-14
CC(C)N1C(=O)CCC1C(=O)NC1CCCC1 (stereo unspecified)	0	5	6	-5	2	-1.7	-3	3	8	3	-1
COC(=O)C1=C(C)N(CCc2ccc(OC)c(OC)c2)C(=O)C1	4	0	10	-5	8	1.4	24	-9	3	-4	-2
Cc1cc(C(=O)NC2CCCc3ccccc32)ccc1[N+](=O)[O-] (stereo unspecified)	-10	-5	-37	-3	-3	0.0	-25	-12	-48	-1	-14
CCn1nc(C)c(CN2CCN(Cc3ccc(OC)c(C)c3C)C(CCO)C2)c1C (stereo unspecified)	-5	-3	5	-6	1	0.2	-27	-7	-30	2	6
Cc1c(C(=O)Nc2ccc(S(N)(=O)=O)cc2)oc2ccc(Cl)cc12	1	-3	-4	-8	-1	9.1	-6	1	-2	2	2
CCOc1ccc(Oc2ccc(Cl)cc2NC(=O)CCNC(C)=O)cc1	-2	5	25	-2	0	-0.1	12	13	-8	-3	10
CCOC(=O)c1oc2cccc(OCC(O)CNC(C)C)c2c1C (stereo unspecified)	-2	-1	2	-8	25	-3.3	16	2	11	0	10

Looked up one by one from above:
SMILES	m5-HT2A agonist	PDI turbidity	HIF-2a inh	CaV13 ICDI inh	H9c2 protect	iPSC survival up	Peg3 prom inh	TRPM1 prom inh	NR2E3 ag-1	NR2E3 ag-2	Shn3 3UTR inh
CCn1nc(C)c(CN2CCN(Cc3ccc(OC)c(C)c3C)C(CCO)C2)c1C (stereo unspecified)	-5	-3	5	-6	1	0.2	-27	-7	-30	2	6
CC(=O)N1CCN(S(=O)(=O)c2ccc(F)c(Cl)c2)CC1	4	-4	18	-3	1	1.1	4	-1	-17	-4	8

Shown with bars between the fields: part of the list above.
smiles | m5-HT2A agonist | PDI turbidity | HIF-2a inh | CaV13 ICDI inh | H9c2 protect | iPSC survival up | Peg3 prom inh | TRPM1 prom inh | NR2E3 ag-1 | NR2E3 ag-2 | Shn3 3UTR inh
O=C(NCCS(=O)(=O)N1CCN(C(=O)c2ccco2)CC1)c1ccccc1 | -3 | 0 | 6 | 5 | 10 | 0.9 | 4 | x | -13 | x | -9
O=C(NCc1ccccc1)C(c1ccccc1F)N(CC1CCCO1)C(=O)c1ccccn1 (stereo unspecified) | -5 | -2 | 20 | -5 | 5 | -0.4 | -1 | -15 | -20 | 4 | 3
CC(C)(C)OC(=O)N1CCC[C@H]1C(=O)N1CCC[C@H]1C(=O)NCc1ccc(F)cc1F | 5 | x | 2 | -9 | x | -0.8 | x | x | -6 | x | x
